From PubChem
Rpn11 inh = inhibitors of human proteasome Rpn11; O00487; human 26S proteasome, Ub4-pepOG fluorescence polarization; 20S core pre-blocked with epoxomicin; calls only at 20 µM; hit rate 0.59% among 360,000; AID 588493;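 active means inhibition at 20 µM, scaled to each plate's controls, above about 33%, limit read from the data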
Target sequence (O00487 whole entry, looked up): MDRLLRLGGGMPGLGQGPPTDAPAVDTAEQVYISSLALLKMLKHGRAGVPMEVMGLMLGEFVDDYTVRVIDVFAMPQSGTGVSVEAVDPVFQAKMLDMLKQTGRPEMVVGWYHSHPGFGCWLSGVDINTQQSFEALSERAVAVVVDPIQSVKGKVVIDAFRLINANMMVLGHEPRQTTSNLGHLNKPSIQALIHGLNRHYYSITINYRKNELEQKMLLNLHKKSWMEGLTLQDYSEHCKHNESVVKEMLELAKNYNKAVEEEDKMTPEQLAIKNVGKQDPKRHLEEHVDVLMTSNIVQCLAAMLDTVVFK
PABP1 MLLE inh = inhibitors of microRNA-mediated deadenylation, human PABP1 MLLE binding. P11940. GST-MLLE / FITC-PAM2 fluorescence polarization. inhibition, % at 20 µM. hit rate 0.36% among 360,000. AID 588489; in the data active means inhibition above about 35%, passing the limit was not always enough;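 further: plate controls were DMSO wells with GST-MLLE for no effect and wells lacking GST-MLLE protein for full effect; some results filed as inactive read as strong as hits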
CSN inh = CSN deneddylation inhibition; Q92905; Purified CSN, SCF-Nedd8-OG deneddylation, fluorescence polarization; inhibition, % at 12.5 µM; hit rate 0.38% among 360,000;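 active means pattern-corrected inhibition above about 35%, with an unprinted fluorescence ratio check between 0.5 and 1.5, limit read from the data, passing the limit was not always enough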;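 further: 0% = enzyme with substrate and 100% = substrate without enzyme; some results filed as inactive read as strong as hits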
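Assay system: purified human Csn5 enzyme expressed in HEK293T cells; measure: % inhibition; also added: SCFSkp2-Nedd8OG substrate at 10 nM final; technique: fluorescence polarization; times: reaction 90 min, room temperature; medium: Tris buffer pH 7.5, NaCl, DTT, Tween-20, trehalose, ovalbumin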
Rin1-Abl PPI inh = human Rin1-Abl interaction inhibition. P00519+Q13671. TR-FRET Rin1/Abl binding, biochemical. hit rate 0.4% among 360,000. inhibition, % at 7.35 µM. AID 588664; in the data active means inhibition above about 5%, passing the limit was not always enough
eLon inh = inhibits E. coli Lon protease. inhibition, % at 7.94 µM. purified E. coli Lon protease, fluorescence polarization. P0A9M0. AID 602123. hit rate 0.42% among 360,000; in the data active means inhibition above about 13%, passing the limit was not always enough;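 further: 0% = enzyme with probe and DMSO and 100% = no enzyme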
Target sequence (P0A9M0 whole entry, looked up): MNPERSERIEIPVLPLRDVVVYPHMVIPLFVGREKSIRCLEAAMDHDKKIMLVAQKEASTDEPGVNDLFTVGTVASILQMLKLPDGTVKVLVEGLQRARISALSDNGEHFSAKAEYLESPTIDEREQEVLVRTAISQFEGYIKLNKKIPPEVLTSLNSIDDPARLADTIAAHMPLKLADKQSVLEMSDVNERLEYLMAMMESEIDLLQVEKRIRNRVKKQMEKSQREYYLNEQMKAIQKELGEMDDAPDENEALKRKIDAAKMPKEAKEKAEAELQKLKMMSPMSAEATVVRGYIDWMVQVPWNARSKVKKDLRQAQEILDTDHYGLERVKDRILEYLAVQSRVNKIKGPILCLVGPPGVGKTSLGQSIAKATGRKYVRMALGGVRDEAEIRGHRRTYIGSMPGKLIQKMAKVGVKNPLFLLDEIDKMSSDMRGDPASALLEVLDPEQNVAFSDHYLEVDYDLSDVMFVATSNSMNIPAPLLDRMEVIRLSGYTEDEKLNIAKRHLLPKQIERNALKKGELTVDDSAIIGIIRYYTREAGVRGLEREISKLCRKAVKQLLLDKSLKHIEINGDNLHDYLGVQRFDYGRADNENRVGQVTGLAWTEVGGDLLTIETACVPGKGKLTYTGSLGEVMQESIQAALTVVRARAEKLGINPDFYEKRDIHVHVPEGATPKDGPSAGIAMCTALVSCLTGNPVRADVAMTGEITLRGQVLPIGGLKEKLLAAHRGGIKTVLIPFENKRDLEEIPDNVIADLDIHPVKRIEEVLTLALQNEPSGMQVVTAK
MT1-MMP act inh = blocks activation of human MT1-MMP; P50281; HT1080 RFP-PRO-GFP cells, GFP/RFP ratio fluorescence, overnight; percent of plate control window, DMSO zero; GFP/RFP ratio change, % at 20 µM; hit rate 0.061% among 360,000; AID 651647;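 active means GFP/RFP ratio change of at least 30% with cell ATP level not reduced by more than half and red fluorescence within 50% of control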; further: strong numbers were not always called active
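Test system: HT1080 RFP-PRO-GFP cells; Benchmarks: DMSO and RFP-L50D-GFP cell wells; Timing: cells overnight before dosing, compound overnight, 37 °C, 5% CO2; Compound: one 20 µM compound dose with 1% DMSO; Read-out: GFP/RFP fluorescence ratio.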
MsrA inh = inhibitors of bovine MsrA; inhibition, % at 15.5 µM; AID 651718; hit rate 0.75% among 360,000; purified bovine MsrA, absorbance read-out; in the data active means inhibition above about 4.5%;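 further: 0% = vehicle wells with enzyme and 100% = reference inhibitor wells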
FAS TE block = FAS thioesterase (human) inhibition | recombinant FAS-TE, OMFH fluorogenic substrate, fluorescence endpoint | inhibition, % at 15 µM | hit rate 0.67% among 360,000 | AID 602261;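 active means compounds whose normalised, plate-corrected inhibition of enzyme fluorescence in the single-dose primary screen is 50% or more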;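 further: 0% = DMSO with enzyme and 100% = substrate without enzyme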
MsrA act = bovine methionine sulfoxide reductase A activation. purified bovine MsrA, absorbance read-out. activation, % at 10.6 µM. hit rate 0.3% among 360,000. AID 602163; in the data active means activation above about 7.5%;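 further: 0% = vehicle and 100% = reference activator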
* hit, by the source's call; i = inactive; / = no result given; + = active, no number.

1. Cc1nc(SCC(=O)Nc2ccccn2)n[nH]1
2. CCCCOc1cccc(C(=O)NC(=S)Nc2cccc(NC(=O)c3ccccc3Cl)c2)c1
3. CSc1nnnc2ccccc12
4. COc1ccc(-c2noc(CCCC(=O)NCCc3ccccc3)n2)cc1OC
5. Cc1ccc(C(=O)N/C(=C/c2ccc(N(C)C)cc2)C(=O)NCC2CCCO2)cc1 (configuration not stated)
6. C[C@@]12C(=O)N(CC3CCCO3)CC(=O)N1[C@H]1c3ccccc3OC[C@@H]1[C@@H]2c1ccccc1 (some centres not stated)
7. Clc1ccccc1Cn1nnc(-c2cccs2)n1
8. S=C(NNC(=S)NC1CC2CCC1C2)NC1CC2C=CC1C2 (configuration not stated)
Assay by compound,1,2,3,4,5,6,7,8
Rpn11 inh,i,i,i,i,i,i,i,i
PABP1 MLLE inh,5.2,26.2,-5.5,-4.7,-24.4,3.3,-1.0,24.1
CSN inh,2.7,-5.2,-2.6,-2.7,2.6,0.6,0.8,-1.1
Rin1-Abl PPI inh,-1.1,-0.1,0.9,-4.1,1.8,3.3,-0.8,-3.5
eLon inh,1.1,1.6,-1.5,-9.6,-12.5,9.3,-13.2,-3.7
MT1-MMP act inh,3.1,4.2,-1.7,1.6,0.4,0.8,11.0,1.0
MsrA inh,-0.3,-0.2,3.0,-0.8,2.8,-0.7,-0.2,0.0
FAS TE block,-4.5,24.7,0.2,-2.3,-3.8,-2.3,16.7,-0.8
MsrA act,0.9,-2.6,-5.5,-1.4,-9.2,-2.3,-2.9,1.9

9. O=C(NCc1cccs1)C1CCCN(S(=O)(=O)c2ccc3c(c2)OCO3)C1 (configuration not stated)
10. N/C(=N\OC(=O)Cc1ccccc1)c1ccc([N+](=O)[O-])cc1
11. O=C(c1cccnc1)N1CCN(Cc2ccc3ccccc3c2)CC1
12. Cc1cccc(OCC(O)CN2CCc3ccccc3C2)c1 (configuration not stated)
13. CCOc1cc(C2C(C(=O)OCC(C)C)=C(C)N=C3SCCC(=O)N32)ccc1OC(C)=O (configuration not stated)
14. COc1ccccc1-c1cc2c(c3c1ccn3C)C1CCC2C1 (configuration not stated)
15. COC(=O)NC1CSCC1OC(=O)c1ccc(Br)cc1 (configuration not stated)
16. CCCC(=O)Nc1ccc(C(=O)Nc2cc(C(F)(F)F)ccc2Cl)cc1
Assay by compound,9,10,11,12,13,14,15,16
Rpn11 inh,i,i,i,i,i,i,i,i
PABP1 MLLE inh,3.7,-3.2,0.9,12.8,7.9,3.1,5.6,-4.6
CSN inh,2.1,-7.3,-4.4,2.6,-2.1,3.5,-0.9,1.1
Rin1-Abl PPI inh,-2.6,-0.6,2.2,-2.9,2.4,4.6,3.2,-3.1
eLon inh,5.3,3.2,7.8,-7.2,2.4,-9.6,-6.8,5.5
MT1-MMP act inh,0.4,4.3,3.9,-3.6,0.7,5.4,-1.6,-0.5
MsrA inh,0.0,-0.7,0.2,0.2,1.1,0.9,-0.3,-0.2
FAS TE block,4.3,-1.0,-4.2,-0.4,-1.6,7.8,-3.8,-3.2
MsrA act,-0.2,-2.4,-1.3,-3.0,-3.8,-7.4,-3.5,2.0

Some entries already given with just FAS TE block and MT1-MMP act inh:
item	canonical_smiles	FAS TE block	MT1-MMP act inh
5	Cc1ccc(C(=O)N/C(=C/c2ccc(N(C)C)cc2)C(=O)NCC2CCCO2)cc1 (configuration not stated)	-3.8	0.4
6	C[C@@]12C(=O)N(CC3CCCO3)CC(=O)N1[C@H]1c3ccccc3OC[C@@H]1[C@@H]2c1ccccc1 (some centres not stated)	-2.3	0.8
7	Clc1ccccc1Cn1nnc(-c2cccs2)n1	16.7	11.0

Next section:
17. Cn1c(NCCO)nc2c1c(=O)n(Cc1ccc(F)cc1)c(=O)n2C
18. CCCN1CCN(C(c2cc3cc(OCC)ccc3[nH]c2=O)c2nnnn2C2CCCCC2)CC1 (configuration not stated)
19. N#Cc1ccc(C(=O)N/N=C/c2cn(CC(=O)O)c3ccccc23)c(F)c1
20. CCCNC(=O)Cn1cc(S(=O)(=O)N2CCCC2)c(S(=O)(=O)N2CCCC2)c1
21. O=C(NC1(C(F)(F)F)N=C2SCCN2C1=O)c1ccccc1F (configuration not stated)
22. Cc1nc2cc(C(=O)O)ccc2n1-c1ccccc1
23. CC1(C)C(CO)=CC(=O)C2=C1SCC(=O)N2
24. COc1ccccc1NC(=S)N/N=C/c1cccc(C)c1
Assay by compound,17,18,19,20,21,22,23,24
Rpn11 inh,i,i,i,i,i,i,i,i
PABP1 MLLE inh,-4.1,0.1,-126.6,-12.6,-0.7,22.2,2.0,14.2
CSN inh,0.6,2.7,1.0,-2.4,-0.6,0.5,-3.9,-9.5
Rin1-Abl PPI inh,-2.3,2.2,0.0,-0.7,-1.8,0.0,-0.7,-1.5
eLon inh,-5.0,-6.9,1.3,-4.0,6.9,-5.2,4.2,15.1
MT1-MMP act inh,-1.5,-2.0,5.0,-0.4,1.6,-2.6,-4.9,-4.1
MsrA inh,-0.9,1.5,6.8*,-0.8,0.2,-1.3,0.2,-0.1
FAS TE block,-5.5,-3.3,-4.0,-7.1,-2.8,-5.4,-18.4,16.8
MsrA act,0.0,-2.8,-6.0,-2.3,1.4,-5.3,0.6,-6.4

25. COc1cc(/C=C/C(=O)NCC(=O)N2CCC(N(C)CCN3CCOCC3)CC2)ccc1OC(C)C
26. CCOc1ccc2[nH]c(=O)c(CN(CCO)C(=O)c3ccc(F)cc3)cc2c1
27. COc1ccc(-n2c(CN3CCC(C)CC3)nc3ccc([N+](=O)[O-])cc3c2=O)c(OC)c1
28. COc1ccc(-c2nn(-c3ccccc3)cc2C(=O)N2CCN(S(=O)(=O)c3cccc(F)c3)CC2)cc1
29. Cc1ccc(CC(=O)OCCNC(=O)c2cccnc2)cc1
30. Cc1[nH]c(=S)c(C#N)c(C)c1C(=O)Nc1ccccc1
31. CC(=O)Nc1nnc(SCC(=O)N2C(C)CCCC2C)s1 (configuration not stated)
32. CC(=O)N1CCN(C(=O)c2cc(-c3ccc(Cl)s3)nc3ccccc23)CC1
Assay by compound,25,26,27,28,29,30,31,32
Rpn11 inh,i,i,i,i,i,i,i,i
PABP1 MLLE inh,5.2,4.6,0.4,1.4,-6.9,7.2,10.5,-2.4
CSN inh,-0.1,-0.3,-4.2,1.8,-1.7,-1.9,-1.0,1.1
Rin1-Abl PPI inh,0.6,5.1,-6.7,1.6,5.2,-0.9,-1.5,-3.1
eLon inh,-5.8,-5.9,0.3,-3.5,-11.3,-11.7,-2.6,-5.1
MT1-MMP act inh,4.4,16.4,-6.2,-2.5,2.9,1.0,0.2,-3.0
MsrA inh,2.7,0.5,1.2,-0.5,-1.1,1.1,0.6,3.7
FAS TE block,-0.7,-5.2,6.9,36.7,-5.8,-11.7,-4.6,-1.9
MsrA act,-3.2,2.0,-4.5,-3.7,-1.7,-6.6,-2.3,-1.6

33. O=C(Nc1ccc2c(c1)OCCO2)C1CCN(C(=O)c2ccc(Cl)cc2)CC1
34. CCC(C(=O)OCn1nnc2ccccc2c1=O)c1ccccc1 (configuration not stated)
35. CNC(=S)Nc1ccc(C(N)=O)cc1
36. COC(=O)c1cc(NS(=O)(=O)c2ccc(C(C)C)cc2)ccc1N1CCOCC1
37. O=C(c1ccccc1Oc1ccc(C(F)(F)F)cc1[N+](=O)[O-])N1CCOCC1
38. Brc1ccc(-c2csc(/N=C/N3CCCC3)n2)cc1
39. O=C(O)C1CCCN1C1=NS(=O)(=O)c2ccccc21 (configuration not stated)
40. CC(C)(C)NC(=O)Cn1c(SCC(=O)NC2CC2)nc2ccccc21
Assay by compound,33,34,35,36,37,38,39,40
Rpn11 inh,i,i,i,i,i,i,i,i
PABP1 MLLE inh,1.7,-1.4,6.8,15.4,-3.7,10.6,-1.3,16.0
CSN inh,0.9,-1.7,2.5,3.9,0.1,5.8,-1.8,-0.8
Rin1-Abl PPI inh,-0.7,2.7,-3.5,-1.2,0.9,2.3,2.4,-0.8
eLon inh,-3.4,-2.1,3.6,-4.3,-4.6,-4.5,2.4,4.0
MT1-MMP act inh,-7.6,0.1,-1.2,2.7,2.7,-0.2,1.9,-5.4
MsrA inh,-1.3,-0.6,-0.7,2.0,4.0,0.9,-0.9,0.7
FAS TE block,3.4,9.9,-3.1,5.0,-9.8,6.9,-7.4,-5.6
MsrA act,-8.5,-2.9,-1.4,-2.6,-2.9,-7.9,1.9,-1.1

41. Cn1nc(C(=O)OCC(=O)Nc2ccccc2[N+](=O)[O-])c2ccccc2c1=O
42. O=C(Nc1ccc(N2CCCC2)cc1)c1cccc(Cl)c1Cl
43. COc1ccccc1NC(=O)CSc1nnc(Cc2cccn2C)n1CCc1ccccc1
44. Cn1cnc([N+](=O)[O-])c1S(=O)(=O)Oc1ccccc1
45. COc1ccc(-c2csc3nc[nH]c(=O)c23)cc1
46. NC(=O)CN(N=Nc1cccc([N+](=O)[O-])c1)c1cccc([N+](=O)[O-])c1
47. COc1ccccc1NC(=O)c1ccc(NC(=O)c2ccco2)cc1
48. O=C1Nc2ccccc2N(C(=O)c2ccc3ccccc3c2)C1c1nc2ccccc2[nH]1 (configuration not stated)
Assay by compound,41,42,43,44,45,46,47,48
Rpn11 inh,i,+,i,i,i,i,i,/
PABP1 MLLE inh,-1.0,-87.6,-14.6,34.7,-16.7,3.7,-3.3,/
CSN inh,0.9,0.8,3.3,3.2,2.8,4.8,4.5,-6.2
Rin1-Abl PPI inh,-1.3,1.1,-3.6,3.4,1.1,2.1,-0.9,/
eLon inh,13.8,0.1,-6.9,0.4,1.2,0.1,-4.9,-8.4
MT1-MMP act inh,3.9,-2.7,-9.1,0.0,7.0,5.0,-0.8,-2.9
MsrA inh,-0.2,-1.1,-0.7,16.9*,0.3,3.5,0.5,2.8
FAS TE block,-4.3,-3.6,2.6,35.8,-2.2,24.1,0.4,3.0
MsrA act,-2.5,-2.0,-6.8,-2.7,-6.0,-9.5,-1.3,-0.5

49. COc1ccc(-c2noc(-c3ccc4c(c3)OCO4)n2)cc1
50. CC(NC(=O)COC(=O)c1cc([N+](=O)[O-])ccc1N1CCOCC1)c1ccccc1 (configuration not stated)
51. OC1(C(F)(F)F)CC(O)(C(F)(F)F)n2nc(-c3ccccc3)cc2N1 (configuration not stated)
52. CN(C)CCN(C(=O)c1ccc(S(=O)(=O)N(C)C)cc1)c1nc2cc3c(cc2s1)OCCO3
53. CCOC(=O)Nc1ccc(=O)n(Cc2c(Cl)cccc2Cl)c1
54. COc1ccc(CCC2(C)NC(=O)N(C(C)C(=O)N3c4ccccc4CC3C)C2=O)cc1 (configuration not stated)
55. O=S1(=O)CC(N2CCC(c3ccccc3)CC2)CN1Cc1ccc(F)cc1 (configuration not stated)
Assay by compound,49,50,51,52,53,54,55
Rpn11 inh,i,i,i,i,i,i,i
PABP1 MLLE inh,3.0,0.2,5.2,1.0,21.4,-0.3,3.0
CSN inh,4.1,4.7,0.5,-1.5,1.9,1.3,0.9
Rin1-Abl PPI inh,1.2,-4.9,0.6,-2.8,-3.2,0.8,3.9
eLon inh,-5.4,-1.3,-0.6,3.3,-10.3,4.5,1.9
MT1-MMP act inh,4.0,-1.0,-3.1,2.9,-8.0,0.2,6.3
MsrA inh,-0.3,0.8,0.6,-1.0,1.0,-0.3,0.9
FAS TE block,-3.9,73.4*,4.1,-5.4,-2.6,1.8,29.1
MsrA act,-2.9,-3.2,-0.1,-8.1,0.2,1.7,-4.6
